Assay outcomes as filed in PubChem.
GLD-1 TGE inh – GLD-1-TGE RNA interaction inhibition (C. elegans); Q17339; purified GLD-1 + fluorescein TGE RNA, fluorescence polarization; inhibition, % at 5.96 µM; hit rate 0.44% among 320,000;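 active means percent inhibition above a per-plate cutoff, the plate mean of test compounds plus 3 SD, cut at about 30% in these data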;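 further: 0% = DMSO wells with GLD-1 and probe and 100% = wells lacking GLD-1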
MEX-5 binding – C. elegans MEX-5 TCR-2 RNA binding activity. MEX-5/FITC-TCR2 RNA binding, fluorescence polarization; stronger effect = lower value. Q9XUB2. activity score (negative = inhibition of binding), % at 10 µM. hit rate 0.38% among 300,000;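 active means inhibition past about -25% in most replicates, and total fluorescence under double the plate's negative control median, limit read from the data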;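 further: 0% = DMSO and -100% = 5 µM competing unlabeled TCR2 RNA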
Target sequence (Q9XUB2 whole entry, looked up): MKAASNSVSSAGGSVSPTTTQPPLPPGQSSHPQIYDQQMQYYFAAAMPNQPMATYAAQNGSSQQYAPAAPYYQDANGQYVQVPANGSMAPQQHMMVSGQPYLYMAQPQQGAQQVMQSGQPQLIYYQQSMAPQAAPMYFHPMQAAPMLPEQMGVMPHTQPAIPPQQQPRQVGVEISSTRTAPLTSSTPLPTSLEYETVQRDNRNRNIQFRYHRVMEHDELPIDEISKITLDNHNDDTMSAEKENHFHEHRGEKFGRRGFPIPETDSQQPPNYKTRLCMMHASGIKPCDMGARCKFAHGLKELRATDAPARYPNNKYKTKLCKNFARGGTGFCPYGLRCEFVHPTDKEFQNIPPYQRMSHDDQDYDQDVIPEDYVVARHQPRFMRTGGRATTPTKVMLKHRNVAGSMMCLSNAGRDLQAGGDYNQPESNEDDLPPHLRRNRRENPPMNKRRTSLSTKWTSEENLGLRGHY
PAFAH1B2 FP inh – PAFAH1B2 (human) inhibition; hit rate 1.2% among 340,000; P68402; recombinant PAFAH1B2, FP-rhodamine activity probe, fluorescence polarization; inhibition, % at 3.39 µM;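 active means inhibition above the mean of all tested compounds plus 3 SD, cut at about 24% in these data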;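 further: 0% = enzyme with DMSO and 100% = wells lacking PAFAH1B2; many of its hits are not listed in these tables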
Target sequence (P68402 whole entry, looked up): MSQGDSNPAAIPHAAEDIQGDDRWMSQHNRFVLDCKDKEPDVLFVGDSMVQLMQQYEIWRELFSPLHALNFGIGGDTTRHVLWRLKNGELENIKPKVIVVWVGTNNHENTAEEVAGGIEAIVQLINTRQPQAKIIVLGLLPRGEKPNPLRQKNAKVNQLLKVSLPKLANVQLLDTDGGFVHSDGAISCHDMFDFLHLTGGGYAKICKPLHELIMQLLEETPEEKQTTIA
pPAFAH FP inh – pPAFAH (human) enzyme inhibition. inhibition, % at 3.39 µM. hit rate 1.5% among 330,000. recombinant pPAFAH, FP-rhodamine probe fluorescence polarization. Q13093;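 active means inhibition above the mean inhibition across the screen plus 3 SD, cut at about 25% in these data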;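 further: inhibitors block binding of the rhodamine activity-based probe so polarization drops; 0% = enzyme with DMSO and 100% = wells lacking pPAFAH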
MCL1-BIM inh – inhibitors of human MCL1 binding to BIM-BH3 peptide; hit rate 0.68% among 320,000; inhibition, % at 10.9 µM; GST-MCL1 / FITC-Bim-BH3 fluorescence polarization;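 active means inhibition above the mean inhibition of all tested compounds plus 3 SD, set per campaign, cut at about 40% in these data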;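 further: 0% = DMSO wells and 100% = unlabeled Bim-BH3 peptide control; higher means more loss of mP so more displacement of Bim peptide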
BCLXL inh – inhibitors of human Bcl-xL; GST-Bcl-xL / FITC-Bim BH3 peptide fluorescence polarization; hit rate 0.7% among 320,000; Q07817; inhibition, % at 10.9 µM;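 active means inhibition above the mean of all tested compounds plus 3 SD, cutoff set per campaign, cut at about 30% in these data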;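 further: 0% = DMSO wells and 100% = unlabeled Bim-BH3 peptide competitor; inhibitors lower millipolarization by displacing the labeled peptide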
Fam108B counter – Fam108B inhibition, counter-screen for RBBP9 inhibitors; recombinant Fam108B, FP-Rh probe fluorescence polarization; inhibition, % at 9.51 µM; hit rate 0.33% among 300,000;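 active means inhibition above the screen mean inhibition plus 3 SD, computed separately per campaign, cut at about 18% in these data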;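 further: inhibitors lower polarization as less probe binds the enzyme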
AHR act – activates the human aryl hydrocarbon receptor | AHR-responsive luciferase reporter cells, luminescence | hit rate 2.5% among 320,000 | P35869 | activation, % at 5 µM; in the data active means activation above about 47%;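 further: 0% = vehicle wells and 100% = reference agonist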
PME-1 inh – PME-1 (human) inhibition | Q9Y570 | recombinant PME-1, FP-Rh probe fluorescence polarization | inhibition, % at 5.9 µM | hit rate 0.53% among 320,000 | AID 2130;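 active means inhibition above the campaign mean of all compounds plus 3 SD, cut at about 26% in these data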;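 further: competitive labeling of PME-1 active site by serine hydrolase directed probe; 0% = PME-1 with DMSO and 100% = wells lacking PME-1 enzyme; inhibitors block probe labeling so polarization falls and inhibition rises; many of its hits are not listed in these tables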
* marks the source's active call; other numbers are inactive results; . = not tested or not shown.

Order of values – AHR act | PME-1 inh | MCL1-BIM inh | MEX-5 binding | pPAFAH FP inh | BCLXL inh | Fam108B counter | PAFAH1B2 FP inh | GLD-1 TGE inh
CCOC(=O)c1c(NC(=O)C2(C)Cc3ccccc3C(=O)O2)sc2c1CCCC2 (stereo unspecified)
  0.3 | -3.7 | 11.3 | -0.2 | 0.9 | 6.7 | 0.4 | -5.5 | 9.6
O=C(NCc1ccccc1)NC1(C(=O)Nc2ccc3c(c2)OCCO3)CCCCC1
  -0.7 | 4.4 | 7.7 | -0.9 | -0.4 | 9.0 | 1.4 | 2.7 | 7.6
O=C(Cc1ccccc1)c1c[nH]c(C(=O)O)c1
  4.7 | -5.8 | -5.2 | 0.0 | -6.1 | 2.0 | 3.9 | 7.7 | 3.8
CCCNC(=O)c1ccccc1NC(=O)C1COc2ccccc2O1 (stereo unspecified)
  1.6 | -9.6 | -8.1 | 1.6 | 1.3 | 1.2 | -3.9 | 0.4 | 1.9
O=S(=O)(c1ccc(F)cc1)N1CCN(S(=O)(=O)c2cc(F)ccc2F)CC1
  -0.4 | -4.2 | -1.9 | -3.1 | 5.6 | 6.1 | 1.8 | 1.7 | -3.5
O=C(Cc1c(C(=O)O)[nH]c2ccc(Cl)cc12)Nc1ccc2c(c1)OCCO2
  2.4 | -1.4 | 2.6 | -6.8 | 8.9 | 8.7 | 2.5 | 9.0 | -4.2
O=C(CSc1n[nH]c(-c2ccccc2)n1)N1CCOCC1
  -0.4 | 1.4 | -5.2 | -0.6 | -2.9 | -1.0 | 0.1 | 4.1 | -0.2
COc1ccc(NC(C)=O)cc1CNC(=O)COc1ccccc1C(=O)Nc1cccc(C)c1C
  7.7 | 4.6 | 7.1 | 2.8 | 2.6 | -0.2 | 1.5 | 4.1 | 8.5
CSc1nc(Cl)cc(Nc2ccc(O)cc2)n1
  9.9 | -0.2 | -4.5 | 1.2 | 1.5 | -2.2 | -0.8 | 4.5 | -3.8
Cc1sc2ncn(CC(=O)NCC(=O)N(C)Cc3ccccc3)c(=O)c2c1C
  -0.7 | -3.8 | -0.2 | 1.2 | 0.9 | 1.5 | 0.9 | 0.8 | 3.4

10 neighbouring entries out of the list so far, quoted:
Order of values – AHR act | PME-1 inh | MCL1-BIM inh | MEX-5 binding | pPAFAH FP inh | BCLXL inh | Fam108B counter | PAFAH1B2 FP inh | GLD-1 TGE inh
CCOC(=O)c1c(NC(=O)C2(C)Cc3ccccc3C(=O)O2)sc2c1CCCC2 (stereo unspecified)
  0.3 | -3.7 | 11.3 | -0.2 | 0.9 | 6.7 | 0.4 | -5.5 | 9.6
O=C(NCc1ccccc1)NC1(C(=O)Nc2ccc3c(c2)OCCO3)CCCCC1
  -0.7 | 4.4 | 7.7 | -0.9 | -0.4 | 9.0 | 1.4 | 2.7 | 7.6
O=C(Cc1ccccc1)c1c[nH]c(C(=O)O)c1
  4.7 | -5.8 | -5.2 | 0.0 | -6.1 | 2.0 | 3.9 | 7.7 | 3.8
CCCNC(=O)c1ccccc1NC(=O)C1COc2ccccc2O1 (stereo unspecified)
  1.6 | -9.6 | -8.1 | 1.6 | 1.3 | 1.2 | -3.9 | 0.4 | 1.9
O=S(=O)(c1ccc(F)cc1)N1CCN(S(=O)(=O)c2cc(F)ccc2F)CC1
  -0.4 | -4.2 | -1.9 | -3.1 | 5.6 | 6.1 | 1.8 | 1.7 | -3.5
O=C(Cc1c(C(=O)O)[nH]c2ccc(Cl)cc12)Nc1ccc2c(c1)OCCO2
  2.4 | -1.4 | 2.6 | -6.8 | 8.9 | 8.7 | 2.5 | 9.0 | -4.2
O=C(CSc1n[nH]c(-c2ccccc2)n1)N1CCOCC1
  -0.4 | 1.4 | -5.2 | -0.6 | -2.9 | -1.0 | 0.1 | 4.1 | -0.2
COc1ccc(NC(C)=O)cc1CNC(=O)COc1ccccc1C(=O)Nc1cccc(C)c1C
  7.7 | 4.6 | 7.1 | 2.8 | 2.6 | -0.2 | 1.5 | 4.1 | 8.5
CSc1nc(Cl)cc(Nc2ccc(O)cc2)n1
  9.9 | -0.2 | -4.5 | 1.2 | 1.5 | -2.2 | -0.8 | 4.5 | -3.8
Cc1sc2ncn(CC(=O)NCC(=O)N(C)Cc3ccccc3)c(=O)c2c1C
  -0.7 | -3.8 | -0.2 | 1.2 | 0.9 | 1.5 | 0.9 | 0.8 | 3.4

(cont.)
Order of values – AHR act | PME-1 inh | MCL1-BIM inh | MEX-5 binding | pPAFAH FP inh | BCLXL inh | Fam108B counter | PAFAH1B2 FP inh | GLD-1 TGE inh
Nc1cc(=O)[nH]c(SCc2cccc(Cl)c2)n1
  2.9 | -3.8 | 16.8 | . | 6.6 | -1.4 | -3.9 | 4.8 | -7.6
COc1ccc(N/C=C(\[N+](=O)[O-])S(=O)(=O)c2ccccc2)cc1
  7.2 | -3.3 | 2.7 | 0.6 | 3.6 | 7.4 | 1.3 | 0.7 | 0.9
CC(C)OC(=O)CSc1nc(C(C)C)nc2ccccc12
  2.1 | 0.5 | 11.4 | -2.0 | 5.3 | 6.8 | 5.0 | 8.3 | 1.7
CC(=O)Nc1ccc(C2=CC(=O)CC(C)(C)C2)cc1
  -1.0 | -5.3 | 6.9 | . | 1.0 | 2.0 | . | 2.0 | -4.3
C=CCn1c(SCc2c(C)noc2C)nc2sc3c(c2c1=O)CCCC3
  -4.2 | -0.2 | -1.2 | -0.3 | 2.4 | -0.8 | -1.9 | 1.1 | 2.8
CSc1ccccc1NC(=S)N/N=C/c1cccn1Cc1cccc(C)c1
  23.1 | 6.0 | -3.8 | 1.3 | 4.6 | 3.2 | 1.3 | 4.0 | 10.8
CN(CC(=O)NC(=O)NCc1ccccc1)CC(=O)Nc1ccc(Cl)c(C(F)(F)F)c1
  3.3 | -7.3 | 3.3 | -0.4 | 2.5 | -0.2 | 3.8 | -2.7 | 6.8
CCCNC(=O)C1CCN(c2ccc(S(=O)(=O)N3CCOCC3)cc2Cl)CC1
  -5.3 | 0.1 | 4.5 | -1.2 | 4.4 | 3.4 | -2.4 | 3.7 | 7.0
Cc1c(C)n(Cc2ccccc2)c2ncnc(Cl)c12
  0.4 | 2.1 | 5.7 | 1.2 | -2.1 | 8.2 | 7.3 | 1.0 | 1.5
CCOC(=O)c1sc(NC(=O)C2CC(=O)N(c3ccc(C)cc3)C2)nc1C (stereo unspecified)
  1.2 | -7.0 | -10.2 | -0.3 | 9.6 | -5.4 | -0.7 | -6.1 | -14.1
CCOc1ccc(NC(=O)CN2CCN(c3ccc(F)cc3)CC2)cc1
  5.6 | 2.1 | 3.5 | 2.5 | 2.7 | 4.4 | 0.7 | 5.9 | 7.7
Cc1cccc(N2CCN(S(=O)(=O)c3ccc(S(=O)(=O)N4CCCC4)cc3)CC2)c1C
  -1.5 | -4.4 | -3.3 | -0.9 | 5.1 | 1.1 | -3.2 | 4.1 | -2.2
Cc1ccc(-n2c(O)c(/C=N/c3ncn[nH]3)c3ccccc3c2=O)cc1
  -6.6 | 5.6 | 12.1 | -1.3 | 8.3 | 3.2 | 4.4 | 2.4 | -11.1
COc1cccc(CNC(=O)c2c[nH]n3c(=O)c(Cl)c(C)nc23)c1
  0.6 | -3.3 | 4.5 | -0.4 | 23.4 | 14.6 | -3.9 | 4.9 | 7.7
CC1(C)C2CCC13CS(=O)(=O)NC3C2 (stereo unspecified)
  1.3 | 0.3 | -1.7 | -3.1 | 0.8 | 0.3 | 5.2 | 13.2 | 6.0
CCOC(=O)Cc1csc(NC(=O)c2cc3c(s2)CCCC3)n1
  3.6 | -4.8 | 11.6 | 0.7 | 5.7 | 3.9 | -0.5 | 4.6 | 7.2
c1cncc(-c2nc(-c3ccc4c(c3)OCCO4)cs2)c1
  4.1 | -2.1 | 12.0 | -1.8 | -1.1 | 3.3 | 1.2 | 5.5 | 6.5
COc1c(/C=N/NC(=O)c2ccncc2)c(CCN(C)C(C)=O)cc2c1OCO2
  6.4 | 0.6 | 1.7 | 1.0 | 7.4 | 3.8 | -0.5 | 6.5 | 2.4

Some of the entries so far, in markdown:
| molecule | AHR act | PME-1 inh | MCL1-BIM inh | MEX-5 binding | pPAFAH FP inh | BCLXL inh | Fam108B counter | PAFAH1B2 FP inh | GLD-1 TGE inh |
| --- | --- | --- | --- | --- | --- | --- | --- | --- | --- |
| CC(=O)Nc1ccc(C2=CC(=O)CC(C)(C)C2)cc1 | -1.0 | -5.3 | 6.9 | . | 1.0 | 2.0 | . | 2.0 | -4.3 |
| C=CCn1c(SCc2c(C)noc2C)nc2sc3c(c2c1=O)CCCC3 | -4.2 | -0.2 | -1.2 | -0.3 | 2.4 | -0.8 | -1.9 | 1.1 | 2.8 |

These rows are one share of the data; rates above refer to the full screens.
